Bioassay records from PubChem.
Vif-APOBEC3F blk – blocks the Vif interaction with APOBEC3F; HeLa A3F-eYFP + Vif (tagged APOBEC3F with the HIV-1 protein that degrades it), YFP fluorescence increase; Potency, µM (titrated, usually from 46.1 µM), for inactives: at the top dose activity, negative = active; 390,000 compounds, 0.2% hits; also: potency is read from the fitted curve at half-maximal effect; % of control where 0% means no effect; nearly all actives have a fitted effect of over 65% in size
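Fluorescence increase (Ex 488/Em 500-530) after overnight compound treatment at 37 deg C flags inhibition of Vif-driven A3F-eYFP loss in stable HeLa A3F-eYFP/Vif cells seeded overnight beforehand.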
Vif-A3G inh – blocks the Vif interaction with human APOBEC3G; HeLa A3G-eYFP + Vif (tagged APOBEC3G with the HIV-1 protein that degrades it), YFP fluorescence, overnight; 410,000 compounds, 0.076% hits; AID 602310; Q9HC16; Potency, µM (titrated, usually from 46.1 µM), for inactives: top-dose activity, negative = active, usual class: inhibitors;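 also: potency is read from the fitted curve at half-maximal effect; % is scaled to controls: 0 for no effect and ±100 for the full control effect; nearly all actives have a fitted effect of over 60% in size; hits raise eYFP signal because A3G escapes Vif-driven loss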
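Read-out is eYFP fluorescence (Ex 488/Em 500-530) from Vif-expressing HeLa A3G-eYFP cells; more signal means A3G escaped Vif-mediated degradation. Cells plated overnight, compound pinned in, incubated overnight at 37 deg C.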
USP1-UAF1 inh – inhibitors of human USP1/UAF1 deubiquitinase. AID 743255. Potency, µM (titrated, usually from 57.1 µM), for inactives: at the highest dose activity change, negative = inhibition, actives largely listed as inhibitors. 390,000 compounds, 0.23% hits. O94782. recombinant USP1/UAF1, Ub-Rhodamine cleavage fluorescence; also: potency is read from the fitted curve at half-maximal effect; % is scaled to controls: 0 for no effect and ±100 for the full control effect; nearly all actives have a fitted effect of over 60% in size; inactives centre near -12
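Step one: compound is pinned into 1nM USP1/UAF1 in HEPES pH 7.8 buffer with TCEP. Step two: 15 min room-temperature incubation. Step three: Ub-Rho (150nM final) starts cleavage, tracked by fluorescence over six one-minute reads.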
GRP78 ERSR act – inducers of ER stress response in human glioma cells | U87-MG GRP78 promoter luciferase reporter, 16 h | Potency, µM, for the others: top-dose activation, most hits filed as activators | 420,000 compounds, 0.02% hits | AID 602332; also: potency is read from the fitted curve at half-maximal effect; series mostly up to about 76 µM; % of control where 0% means no effect; nearly all actives have a fitted effect of over 35% in size
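ERSR induction read as luciferase luminescence (Bright-Glo, 10 min at room temperature) in stably transfected human U87-MG glioma cells exposed to compounds for 16 h, using GRP78 as sensor.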
IDH1 R132H inh – inhibitors of human mutant IDH1 R132H. 390,000 compounds, 0.093% hits. O75874. IDH1-R132H enzyme, NADPH consumption, diaphorase/resazurin fluorescence. Potency, µM (highest dose often 76.6 µM), for the others: top-dose activity change, negative = inhibition, most hits filed as inhibitors; also: potency is read from the fitted curve at half-maximal effect; % is scaled to controls: 0 for no effect and ±100 for the full control effect; nearly all actives have a fitted effect of over 65% in size
Target sequence (O75874 whole entry R132H, stated change not applied): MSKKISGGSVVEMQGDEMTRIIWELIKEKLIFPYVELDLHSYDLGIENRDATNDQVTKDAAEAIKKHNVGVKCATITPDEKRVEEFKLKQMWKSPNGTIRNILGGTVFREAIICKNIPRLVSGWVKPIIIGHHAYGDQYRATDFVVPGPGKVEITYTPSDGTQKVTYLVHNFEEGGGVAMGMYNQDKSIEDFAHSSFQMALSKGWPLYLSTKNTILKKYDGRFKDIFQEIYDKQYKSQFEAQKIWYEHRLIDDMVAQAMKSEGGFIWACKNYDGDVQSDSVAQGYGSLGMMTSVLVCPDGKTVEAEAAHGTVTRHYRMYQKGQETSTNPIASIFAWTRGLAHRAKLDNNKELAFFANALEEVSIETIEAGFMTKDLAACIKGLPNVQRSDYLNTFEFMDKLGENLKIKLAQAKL
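IDH1-R132H (0.5 ug/mL) preincubated 30 min with compound, then NADPH (0.016 mM) and alpha-KG (2 mM) added; 80 min at RT, pH 7.5. Remaining NADPH coupled via diaphorase/resazurin to fluorescence (540/590 nm); concentration-response curves normalized to no-enzyme control.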
TrxR1 inh – blocks rat thioredoxin reductase 1. O89049. recombinant rTrxR1, NADPH fluorescence consumption, selenite substrate. Potency, µM (top dose mostly 114 µM), for the others: at the top dose activity change, negative = inhibition, hits mostly inhibitors. 390,000 compounds, 1% hits. AID 588453; also: potency is read from the fitted curve at half-maximal effect; % is scaled to controls: 0 for no effect and ±100 for the full control effect; nearly all actives have a fitted effect of over 65% in size
Target sequence (O89049 whole entry, looked up): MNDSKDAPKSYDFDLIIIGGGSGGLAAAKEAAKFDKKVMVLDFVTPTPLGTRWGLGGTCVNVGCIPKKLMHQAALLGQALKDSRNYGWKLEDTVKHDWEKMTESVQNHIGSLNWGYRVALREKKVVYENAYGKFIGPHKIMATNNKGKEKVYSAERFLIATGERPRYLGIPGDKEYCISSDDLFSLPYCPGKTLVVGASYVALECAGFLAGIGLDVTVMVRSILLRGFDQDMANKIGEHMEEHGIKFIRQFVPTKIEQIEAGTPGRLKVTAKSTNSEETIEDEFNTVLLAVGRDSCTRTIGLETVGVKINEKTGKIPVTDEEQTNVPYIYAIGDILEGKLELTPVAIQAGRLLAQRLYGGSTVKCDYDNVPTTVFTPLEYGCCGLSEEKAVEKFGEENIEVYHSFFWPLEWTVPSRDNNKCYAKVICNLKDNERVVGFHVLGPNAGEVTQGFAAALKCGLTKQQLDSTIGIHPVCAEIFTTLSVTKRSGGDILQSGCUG
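Rat TrxR1 (90 nM in the dispensed reagent) was pre-reduced with 400 uM NADPH for 5 min at room temperature, then incubated with compound for 15 min. After 400 uM selenite was added, NADPH fluorescence (Ex 340/Em 450 nm) was followed for 8 min.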
TrxR1 substrate – substrates of rat thioredoxin reductase 1; Potency, µM (highest dose often 114 µM), without a hit: at the highest dose activity change, negative = substrate turnover; 390,000 compounds, 0.01% hits; purified TrxR1 substrate turnover, NADPH consumption readout; also: potency is read from the fitted curve at half-maximal effect; % is scaled to controls: 0 for no effect and ±100 for the full control effect; nearly all actives have a fitted effect of over 50% in size
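Rat TrxR1, dispensed at 90 nM, was prereduced with 400 uM NADPH (final) for 5 min at ~22 deg C, then incubated with compound 15 min before 400 uM selenite. A first-read NADPH fluorescence drop versus no-compound background flagged substrates.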
LDHA block – inhibitors of human lactate dehydrogenase A. AID 1347041. P00338. purified LDHA, NADH/diaphorase-resazurin fluorescence; active compounds read low. activity change, % (values are at about 110 or 230 µM). 480,000 compounds, 0.15% hits; in the data active = activity change below about -30%; inconclusive = mostly about -25% to -30%;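 also: plate controls were DMSO wells for no effect and wells without enzyme for full effect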
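Human LDH5 (2 nM) was incubated with 0.06 mM NADH and 0.2 mM pyruvate for 5 min at room temperature in Tris pH 7.4. Remaining NADH was coupled through diaphorase/resazurin, and resorufin fluorescence was read at 0 and 20 min.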
RGS4 inhibitor – blocks human RGS4-accelerated GTP hydrolysis | Transcreener GDP fluorescence polarization, RGS4-accelerated GTP hydrolysis | 390,000 compounds, 0.039% hits | Potency, µM (series often up to 114 µM), inactives show top-dose activity change, negative = inhibition, hits mostly inhibitors | AID 504845; also: potency is read from the fitted curve at half-maximal effect; % is scaled to controls: 0 for no effect and ±100 for the full control effect; nearly all actives have a fitted effect of over 75% in size; some results filed as inactive show a strong effect at the top dose
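MLSMR compounds (23 nl, pin-transferred) preincubated 10 min at room temperature with a 500nM (2x) first reagent, then RGS4 at 900nM (2x) plus Transcreener GDP mix added; fluorescence polarization (620/688 nm) read before and after 90 min at 30 °C.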
Starred values were filed as active, the others as inactive; ? = inconclusive; . = not tested or not shown; & = joins results of further samples; [ ] = another dose, or the depositor's remark. Unless noted, calls follow the shape of the dose curve; as a rule, active = well fitted curve in the direction sought with a large enough effect; inconclusive = small, poorly fitted or top-dose-only effect, or another doubt; inactive = no such curve, though single readings can be large; an effect the other way counts as inactive or inconclusive.

Values in the order – Vif-APOBEC3F blk | Vif-A3G inh | USP1-UAF1 inh | GRP78 ERSR act | IDH1 R132H inh | TrxR1 inh | TrxR1 substrate | LDHA block | RGS4 inhibitor
- CC(C)N(C(=O)[C@H]1C[C@H](CC(=O)NCc2ccco2)C(=O)N2CCc3c([nH]c4cc(CCC(=O)N(C)C)ccc34)[C@]12C)C(C)C
→ -4% | -2% | -10% | -1% | 3% | 12% | 2% | -3 | 15%
- Cc1cc(CNC(=O)c2cccc([N+](=O)[O-])c2)c2ccccc2n1
→ 20% | -2% | -11% | -3% | -3% | 28% | 3% | -10 | -4%
- CC(C)(C)n1ncc2c(=O)n(CC(=O)N3CCc4ccccc43)cnc21
→ 4% | 0% | -28% | 1% | 2% | 9% | 3% | -5 | -15%
- OC(C#CCN1CCCCCC1)(c1ccccc1)c1cccnc1 (stereo unspecified)
→ -4% | 0% | -14% | 4% | -1% | -18%[57.1 µM] | -4%[57.1 µM] | -6 | -9%
- O=C1C2C3C=CC(C3)C2C(=O)N1CCCO (stereo unspecified)
→ 0% | 1% | -15% | 0% | 5% | -15% | -5% | 1 | -18%
- Cc1ccc(S(=O)(=O)N(C)C)cc1NC(=S)N1CCc2ccccc21
→ -3% | 5% | -22% | -1% | 8% | -1% | 2% | 0 | -28%
- O=C(OCCOc1cccc(Cl)c1)c1cc(S(=O)(=O)N2CCCCC2)ccc1N1CCOCC1
→ 1% | 0% | 1% | -2% | -3% | 11% | 7% | -2 | 13%
- Cc1cnc(C(=O)OCC(=O)c2cc(C)n(C)c2C)cn1
→ 4% | 0% | -21% | -2% | 6% | 38%[activator] | 9% | 0 | -2%
- COc1ccc(N(C)S(=O)(=O)c2c(C)[nH]c(=O)[nH]c2=O)cc1
→ -1% | 3% | 0% | -2% | 12% | -16% | -9% | 0 | 7%
- Cc1nnc(SCC(=O)n2c3c(c4ccccc42)CCCC3)s1
→ -1% | -5% | -12% | 1% | 10% | 4% | 5%[57.1 µM] | -3 | -24%
- O=C(Nc1ccc(C(=O)O)cc1)/C(=C/c1ccc([N+](=O)[O-])cc1)NC(=O)c1ccccc1
→ -7% | -1% | ? | -4% | 3% | -7%[57.1 µM] | -8%[57.1 µM] | -3 | 3%
- CNc1oc(-c2cccs2)nc1S(=O)(=O)c1ccccc1
→ 6% | -5% | -15% | 0% | 8% | 33%[57.1 µM] | -5%[57.1 µM] | -5 | -17%
- CCC1(CC)C(=O)C2=C3C1[C@H](C(=O)OC)CC(C(=O)OC)C[C@H]3n1c(=O)n(-c3ccccc3)c(=O)n1[C@H]2C (stereo partly specified)
→ -5% | 0%&-2% | 6% | -2%&-6% | 3% | 5%&5% | -8%&-6% | 0 | 29%&-9%
- N#CCCn1nnc(-c2ccccc2F)n1
→ -3% | 0% | -16% | -8% | 9% | -5%[57.1 µM] | 13%[57.1 µM] | 3 | -10%
- Cc1ccccc1Cn1nc(C)c(NC(=O)c2sc3ccccc3c2Cl)c1C
→ 5% | 3% | -2% | -6% | 4% | 14% | -1% | -12 | 23%
- CC(=O)c1c(N2CCOCC2)nc(=S)n(-c2ccc([N+](=O)[O-])cc2)c1C
→ 1% | 0% | -12% | -2% | -7% | -18% | -6% | -7 | 6%
- O=C(NCCS(=O)(=O)N1CCN(C(=O)c2ccco2)CC1)c1ccccc1
→ -1% | 2% | -18% | -1% | 3% | . | . | 0 | .
- C=CCn1c(SCC(=O)NCc2ccco2)nnc1-c1ccc2ccccc2n1
→ 1% | -15% | -1% | -1% | 5% | 79µM* | -7% | -2 | -21%
- O=C(Nc1ccc(Cl)cc1)OCc1cc(-c2ccccc2)on1
→ -1% | 1% | -4% | -1% | 15% | 4% | -1% | 1 | 7%
- COc1ccc(S(=O)(=O)N2CCC(C(=O)N3CCN(C)CC3)CC2)cc1Cl
→ 1% | 1% | -1% | -4% | -3% | 19% | 2% | -8 | 8%
- N[C@@H](CO)c1cn([C@@H](Cc2cc3ccccc3[nH]2)C(=O)N2CCNCC2)nn1
→ -2% | 4% | -13% | -2% | -6% | -15% | 4% | 0 | 11%
- CN(C(=O)COC(=O)c1sc2ccccc2c1Cl)C1CCCCC1
→ 1% | -1% | -11% | 5% | -2% | 14%[57.1 µM] | 5%[57.1 µM] | -8 | 25%
- CN(Cc1cccs1)C(=O)COc1cccc2c1OC(C)(C)C2
→ -3% | -5% | -1% | -4% | 7% | 2%[11.4 µM] | 5%[11.4 µM] | 1 | -3%
- COc1cc(CNCc2ccncc2)ccc1OCC(N)=O
→ 4% | -5% | 0% | -3% | -11% | 12% | -1% | 0 | 18%
- COc1ccc(C(=O)Nc2cccc3c2C(=O)NC3=O)cc1S(=O)(=O)N1CCOCC1
→ . | 0% | -14% | -5% | 5% | 43%[activator] | 98%[activator] | 1 | -11%
- CN1CCN(C(=O)/C(=C\c2cccs2)NC(=O)c2ccccc2)CC1
→ -8% | -2% | -18% | -4% | 4% | 10% | -1% | -4 | 1%
- CCOc1ccc(N(Cc2cc3cc(C)ccc3[nH]c2=O)C(=O)c2cccc(Cl)c2)cc1
→ 2% | -2% | -9% | -1% | -16% | 12% | 3% | -2 | 6%
- CC(C)(C)CNc1cc(N2CCOCC2)ccc1[N+](=O)[O-]
→ 5% | -7% | -32% | -1% | 4% | 3% | -7% | 6 | -7%
- CCc1ccc(CNc2ncnc3c2nc2n3CCCC2)cc1
→ 0% | 4% | ? | -3% | 0% | 22% | 1% | -11 | 13%
- O=C(c1ccc(Cl)cc1)[C@@H]1[C@@H]2C(=O)N(c3ccc(Cl)cc3)C(=O)[C@@H]2C2c3ccccc3C=NN21 (stereo partly specified)
→ -18% | -3% | -22% | -7% | -1% | 19% | 0% | -2 | 4%
- CCc1ccccc1N(C)C(=O)c1nn(-c2ccc(OC)cc2)c(=O)c2c1c1ccccc1n2C
→ . | . | ? | . | . | -2% | -8% | 0 | -10%
- CCN(CC)S(=O)(=O)c1ccc(N=Nc2cc(C)cc(Br)c2O)cc1
→ -4% | -5% | -18% | 4% | 4% | 10%[2.29 µM] | 4%[57.1 µM] | 5 | -13%
- COc1ccccc1CNC(=O)c1cc(-c2ccccc2)nn1CC1CC(c2cccnc2)=NO1 (stereo unspecified)
→ -2% | -2% | -23% | -5% | 4% | -4% | -2% | -3 | 7%
- COc1ccc(C2=C(C)C(=NCCCN3CCN(c4cc(Cl)ccc4C)CC3)NS2(=O)=O)cc1
→ -3% | 1% | -19% | -3% | -11% | 6% | -7% | -8 | -12%
- Cn1c(=O)oc2cc(S(=O)(=O)NCc3ccc(C(=O)O)cc3)ccc21
→ -4% | -6% | -17% | 3% | -1% | 5% | -3% | -3 | 10%
- CCn1c(=O)n(CC)c2cc(S(N)(=O)=O)c(C)cc21
→ -4% | -1% | -10% | -5% | 1% | -14%[2.29 µM] | 7%[57.1 µM] | -9 | 5%
- C[C@H](CO)N1C[C@H](C)[C@@H](CN(C)S(=O)(=O)c2ccc(-n3cccn3)cc2)OCc2cnnn2CCCC1=O
→ -7% | -3% | -24% | -1% | 1% | . | . | -4 | .
- COc1ccc(C(=O)COC(=O)C2COc3ccccc3O2)c(OC)c1 (stereo unspecified)
→ -2% | 0% | -19% | -3% | 0% | . | . | -1 | .
- Cc1cc(C)cc(C(=O)Nc2c3c(nn2-c2ccccc2C)CS(=O)(=O)C3)c1
→ 7% | -1% | -28% | -4% | 5% | 31%[57.1 µM] | 12%[57.1 µM] | 2 | 18%
- COc1ccc(C(=O)N/N=C/c2cc3ccccc3[nH]c2=O)cc1
→ ? | -2% | -23% | -2% | 0% | 4%[57.1 µM] | 27% | -3 | -29%
- COc1ccc(N(C(=O)CNC(=O)c2cccs2)C(C(=O)NC2CCCC2)c2cccnc2)cc1 (stereo unspecified)
→ -4% | 1% | ? | 0% | 4% | 10%[57.1 µM] | 2%[57.1 µM] | -1 | -18%
- O=C(CC(=O)N/N=C/c1ccccc1)NCc1ccccc1
→ ? | 1% | -30% | -4% | 15% | -3% | -3% | -5 | 10%
- c1ccc(-c2nc(N3CCCC3)nc3ccccc23)cc1
→ -8% | -4% | -6% | -4% | -7% | 26% | 13% | -4 | -19%
- O=C(COC(=O)/C=C/c1ccc(F)cc1)Nc1ccc2[nH]c(=O)[nH]c2c1
→ 3% | 0% | -2% | -5% | -2% | 11% | 2% | -3 | -14%
- CCOC(=O)c1cnc2nc(SC)nn2c1N
→ 7% | 5% | -15% | 0% | 6% | 13%[57.1 µM] | 11%[57.1 µM] | -9 | 16%
- CC(Cc1ccccc1)C(=O)N(C)Cc1cccnc1 (stereo unspecified)
→ -1% | 2% | -26% | 1% | 15% | 17%[57.1 µM] | 3% | 2 | -2%
- CC(CCc1ccccc1)NC(=O)COC(=O)C1=COCCO1 (stereo unspecified)
→ -4% | -5% | -6% | -5% | 1% | 2% | -5% | -1 | 3%

The list is partial. The share of hits here may be higher or lower than overall.
